Wnt bcat act: activators of Wnt/beta-catenin signaling. Wnt/beta-catenin reporter cell assay, activator, plate reader. activation, % at 9.35 µM. 300,000 compounds, 1.2% hits; in the data active means activation above about 30%, passing the limit was not always enough;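 further: 0% = neutral control wells and 100% = positive control wells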
dFosB act: enhances mouse delta FosB homodimer DNA binding. purified delta FosB, TAMRA-CDK5 oligo fluorescence polarization; percent of positive-control signal above neutral wells. activation, % at 25 µM. 340,000 compounds, 0.99% hits. AID 493131;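 active means mean activation above about 17%, with every replicate also reaching it, limit read from the data, passing the limit was not always enough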;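 further: fluorescence polarization rise as delta FosB binds a TAMRA Cdk5 AP-1 oligo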
Target sequence (P13346 whole entry, looked up): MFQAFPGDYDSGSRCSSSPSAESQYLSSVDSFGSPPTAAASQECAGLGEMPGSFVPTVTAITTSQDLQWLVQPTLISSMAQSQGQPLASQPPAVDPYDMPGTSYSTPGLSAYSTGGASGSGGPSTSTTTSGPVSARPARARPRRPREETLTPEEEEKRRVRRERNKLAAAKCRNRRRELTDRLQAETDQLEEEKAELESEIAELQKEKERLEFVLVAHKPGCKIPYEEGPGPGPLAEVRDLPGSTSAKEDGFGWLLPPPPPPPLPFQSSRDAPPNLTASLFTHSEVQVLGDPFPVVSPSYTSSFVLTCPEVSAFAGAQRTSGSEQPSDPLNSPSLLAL
V-ATPase pHluor: regulators of yeast V-ATPase proton transport | S. cerevisiae, pHLuorin cytosolic pH fluorescence | response, % at 10 µM | 350,000 compounds, 0.37% hits; in the data active means response mostly above about 7.3%, no sharp cut-off; inactive means mostly below about 5.4%; further: actives read high; inactives centre near 0; some compounds called inactive have numbers as strong as hits
Tat export inh: E. coli Tat transport inhibition. E. coli MC4100 TorA-mCherry Tat export, fluorescence. inhibition, % at 10 µM. 340,000 compounds, 0.036% hits. AID 488895;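 active means mean replicate inhibition at least 50% and at least half of replicates individually reaching 50%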;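 further: exported cargo escapes ClpAP degradation while cytoplasmic cargo is degraded and loses fluorescence; 0% = median of neutral control wells and 100% = median of NaSCN control wells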
Rtt109 HAT inh: C. albicans Rtt109 histone acetyltransferase inhibition; Q5AAJ8; AID 540336; purified Rtt109/Vps75, ThioGlo CoA-SH fluorescence, 4 h; 330,000 compounds, 0.16% hits; inhibition, % at 34.9 µM;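 active means inhibition of at least 50% in every replicate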
cardiac RTF act: cardiac RTF calcium sensitization; P19429+P45379; IANBD-labeled TnC RTF fluorescence at EC20 calcium; 0% EC20 calcium, 100% full calcium; activation, % at 7.2 µM; 340,000 compounds, 0.24% hits; AID 493008;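 active means activation above the mean over all tested compounds plus 3 SD, cut at about 30% in these data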;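 further: rise in fluorescence read as greater calcium sensitivity of cardiac thin filaments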
CAL PDZ FP-1: inhibitors of human CAL PDZ peptide binding. Q9HD26. purified CAL PDZ, TMR-peptide fluorescence polarization, 1 h. inhibition, % at 24.9 µM. 300,000 compounds, 0.92% hits. AID 602252;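 active means mean inhibition of at least 30% with at least half of replicates also reaching 30%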;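 further: 0% = DMSO neutral control and 100% = excess unlabeled competitor peptide PRC23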
CDK5 p35 inh: CDK5/p35 (human) kinase inhibition; Recombinant CDK5/p35, ADP-Glo luminescence, 60 min; Q00535+Q15078; 330,000 compounds, 0.01% hits; inhibition, % at 10 µM; AID 488839;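 active means highest replicate inhibition of at least 50% and at least 75% of replicates reaching 50%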;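 further: plate controls were DMSO neutral control for no effect and GW8510 at 10 µM for full effect; many of its hits are not listed in these tables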
Target sequence (Q00535 whole entry, looked up): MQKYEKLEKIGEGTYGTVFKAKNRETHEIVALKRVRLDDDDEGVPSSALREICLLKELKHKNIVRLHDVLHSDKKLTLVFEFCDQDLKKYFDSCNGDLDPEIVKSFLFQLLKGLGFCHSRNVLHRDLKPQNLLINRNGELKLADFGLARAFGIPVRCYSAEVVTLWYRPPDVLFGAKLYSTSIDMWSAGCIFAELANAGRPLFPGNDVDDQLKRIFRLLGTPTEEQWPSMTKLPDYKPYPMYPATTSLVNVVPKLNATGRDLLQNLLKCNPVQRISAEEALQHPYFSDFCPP
Target sequence (Q15078 whole entry, looked up): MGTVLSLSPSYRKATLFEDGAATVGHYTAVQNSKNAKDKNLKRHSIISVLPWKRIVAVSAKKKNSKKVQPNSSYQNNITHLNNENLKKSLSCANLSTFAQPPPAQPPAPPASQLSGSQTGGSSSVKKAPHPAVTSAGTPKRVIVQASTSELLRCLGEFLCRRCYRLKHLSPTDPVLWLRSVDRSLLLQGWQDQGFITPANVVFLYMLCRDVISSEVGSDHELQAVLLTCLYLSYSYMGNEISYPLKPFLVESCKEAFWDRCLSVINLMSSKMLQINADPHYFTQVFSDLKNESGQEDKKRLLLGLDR
MITF TRPM1 HTS: activators of MITF-driven TRPM1 promoter activity in SK-MEL-5 cells. activation, % at 12.5 µM. AID 588334. 300,000 compounds, 0.75% hits. SK-MEL-5 TRPM1-promoter luciferase, 24 h; % of positive control, neutral wells = 0;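 active means mean activation of at least 80% with every replicate also reaching 80%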;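 further: 0% = neutral control wells and 100% = parthenolide positive control wells; values of inactives mirror those of a sister screen read the other way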
CAL PDZ FP-2: human CAL PDZ-peptide interaction inhibition; Q9HD26; AID 504414; inhibition, % at 20 µM; 330,000 compounds, 0.02% hits; purified CAL PDZ, TMR-peptide fluorescence polarization, 1 h;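 active means highest replicate inhibition of at least 40%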;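 further: plate controls were DMSO neutral control wells for no effect and unlabeled competitor peptide control wells for full effect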
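Read-out basis: mP drop reported as inhibition | Assay system: Tagged CAL PDZ protein CerCALP, purified | Benchmarks: Unlabelled peptide for full inhibition, DMSO wells as neutral | Schedule: 1 h incubation at room temperature before polarization reading | Buffer or medium: Sodium phosphate/NaCl buffer pH 7.4 with TCEP, IgG, Thesit | Doses: Single point, 20 µM | Measured by: Fluorescence polarization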
Numbers without * were called inactive; . = not tested or not shown.

SMILES	Wnt bcat act	dFosB act	V-ATPase pHluor	Tat export inh	Rtt109 HAT inh	cardiac RTF act	CAL PDZ FP-1	CDK5 p35 inh	MITF TRPM1 HTS	CAL PDZ FP-2
CCS(=O)(=O)C(=C(Nc1ccc(OC)cc1)Nc1ccc(OC)cc1)S(=O)(=O)CC	1	-7	3	2	-9	3	-1	-0.7	-5	0.4
O=C(CCNS(=O)(=O)c1ccccc1C(F)(F)F)NCCCSc1ccccc1	1	-3	2	-6	-12	1	0	0.3	-5	-3.2
CCC(C)c1ccc2oc(-c3ccc(NC(=O)c4ncn[nH]4)cc3)nc2c1 (stereo not given)	.	5	2	-5	0	3	.	-1.8	-8	-2.2
CCN(CC)c1ccc(S(=O)(=O)N2CCOCC2)cc1NC(=O)COC(=O)c1cccnc1SC	-2	-17	-4	6	-3	-14	.	0.2	8	-0.2
CCOC(=O)c1sc(N/N=C/c2ccccc2)nc1C	.	0	2	0	2	2	-1	0.4	51	0.7
CCn1cc(C(=O)O)c(=O)c2cnc(N3CCN(C(=S)NC(=O)c4ccc(Cl)cc4Cl)CC3)nc21	-3	8	-1	-3	0	0	-4	-1.6	-6	-1.4
CCN1CCN(C(c2ccc(C(F)(F)F)cc2)c2ccc3cccnc3c2O)CC1 (stereo not given)	3	6	-3	-5	-4	-9	-5	6.4	-52	-1.4
Cc1ccc(-n2ncc3c(=O)[nH]c(SCC(=O)N4CCC(C)CC4)nc32)cc1C	-3	-6	-3	-2	8	2	.	-1.0	1	0.1
CCc1cccc(NC(=O)c2ccc(Br)o2)c1	29	-3	4	-2	0	-1	-2	0.6	59	-4.0
CCn1c(=O)cc(SCC(=O)N2CCN(C)CC2)c2ccccc21	5	-2	1	6	.	1	0	-0.8	.	-2.6
Nc1scc[n+]1Cc1cccc2cccnc12	-1	-2	-3	-1	-1	6	-2	-0.4	-10	-3.8
CN1CCN(C(=S)Nc2ccc(Cl)cc2Cl)CC1	.	-4	3	3	-1	-2	-1	0.8	2	0.7
CCOc1ccc(NC(=O)CCCn2c(=S)[nH]c3ccsc3c2=O)cc1	-2	0	4	5	-14	9	3	1.9	-5	-1.4
Cc1ccc2c(c1)N(CC(=O)N1CCCCC1C)C(=O)CO2 (stereo not given)	0	-3	0	-6	-2	3	-2	-0.7	-5	-2.9
Cc1ccc(CN2C(=O)CCC2C(=O)NCCCN2CCOCC2)cc1 (stereo not given)	.	3	3	6	2	1	-3	0.2	2	0.4
COc1cccc(CNC(=O)CN2C(=O)CSc3ccc(S(=O)(=O)N4CCCC4)cc32)c1	-3	-8	2	17	-1	4	0	-7.8	-5	-1.4
c1cncc(CNc2ncnc3ccc(-c4cccnc4)cc23)c1	-2	-30	0	-1	3	-1	0	-0.7	6	-2.8
COc1ccc([C@H]2CC(=O)C=C(c3cc(Br)ccc3OC)C2)cc1	-5	-3	4	4	3	-4	-4	-1.1	-10	-1.2
Cc1ccc(C(=O)OCC(=O)c2ccc(CC(=O)N3CCOCC3)s2)c(C)c1	-2	-20	1	8	-3	-5	1	2.8	8	-0.1
CCCCc1cc(=O)oc2cc(OCC(=O)Nc3cccnc3)c(Cl)cc12	-8	-6	1	-2	-1	10	.	1.2	-22	-1.2
Cc1nn(C)cc1NC(=O)Cn1nc(C(F)(F)F)cc1C1CC1	-1	2	-6	-2	7	2	-5	-0.7	0	-2.3
COc1cc(NC(=O)CSc2nnc(C)s2)cc(OC)c1OC	.	0	4	-2	-18	-15	0	1.2	-16	-0.9
COc1ccccc1NC(=O)Nc1nn(C)c2cccc(N(C)C)c12	1	-5	-1	7	5	1	-6	0.3	-3	0.8
c1ccc(CCNc2nc(-c3ccccn3)cs2)cc1	13	-5	1	-3	0	2	-1	-1.0	29	-1.6
O=C1c2ccccc2OCOc2ccccc21	.	-2	-2	2	10	2	-5	-3.8	1	-1.8
CN1C2CCC1CC(NC(=O)c1cc(S(=O)(=O)N(C)C)c(Cl)cc1Cl)C2 (stereo not given)	0	-7	-2	2	-5	3	0	-1.0	-2	0.2
CC(C)N(C(=O)c1ccc(C(=O)Nc2ccc([N+](=O)[O-])cc2)cc1)C(C)C	.	-7	-3	-4	4	3	-1	0.3	-11	-3.1
S=c1[nH]nc(C2CCCCC2)n1/N=C/C(Cl)=C\c1ccccc1	.	1	-2	4	2	-3	-4	2.4	0	-1.0
Cc1c(C)n2c(SCC(=O)NCc3ccc4c(c3)OCO4)nnc2[nH]c1=O	0	-8	-3	-3	5	-5	8	-0.1	3	-2.8
Cc1cc(-c2ccc(C)c(S(=O)(=O)NCCc3ccc(S(N)(=O)=O)cc3)c2)on1	-1	-12	5	-1	-6	-2	-1	-3.2	-6	-3.0
CCN1CCC2(CC1)N=C(c1ccc(F)cc1)C(=S)N2C(=O)c1ccc(C)cc1	-1	-3	0	2	20	8	-1	-1.9	-49	-0.3
COc1ccccc1NC(=O)Cn1nnc(-c2ccccc2NC(=O)c2cc3ccccc3oc2=O)n1	4	-4	-4	-4	-1	8	-4	-7.7	38	-0.3
CC(=O)c1ccc(OCCCC(=O)Nc2cccc(-c3nn[nH]n3)c2)cc1	-1	-4	-5	-6	1	5	0	2.8	1	-2.8
O=C(CNS(=O)(=O)c1ccc(F)c(Cl)c1)N1CCCC1	0	1	1	-8	12	0	.	1.6	3	-0.4
CC(=O)N1CCN(C(=O)c2c(-c3ccccc3)noc2C)CC1	6	0	-1	-2	9	-6	.	0.2	8	-1.5
COc1ccc(OC)c(NC(=O)c2cccc(NC(=O)c3ccccc3)c2)c1	1	0	-3	2	5	7	-6	0.2	.	0.0
Cc1ccc(CSCCNC(=O)c2ccc(N(C)S(=O)(=O)c3ccccc3)cc2)cc1	.	-13	-2	7	3	8	-1	0.9	6	-1.2
Cc1ccc(C)c(S(=O)(=O)N2CCN(C(=O)CN3C(=O)NC(C)(C)C3=O)CC2)c1	-1	-10	1	-2	12	2	-5	-3.3	-11	-0.2
COc1ccccc1C(=O)COC(=O)CNS(=O)(=O)c1ccc(NC(C)=O)cc1	0	-6	-1	-1	-6	-3	-1	-2.7	-5	-3.2
Cc1nc(N2CCN(c3ccccc3)CC2)[nH]c(=O)c1CCC(C)C	-1	-1	-2	2	17	4	-2	-0.8	3	0.5
CCN(CC)c1ccc(-c2sc(Nc3ccccc3)n[n+]2-c2ccc(F)cc2)cc1	1	28*	-3	3	-8	31*	-3	0.5	-13	4.0
CC(=O)Nc1ccc(Nc2nnc(-c3ccc(C)c(S(=O)(=O)NCC4CCCO4)c3)c3ccccc23)cc1 (stereo not given)	11	0	-1	1	-4	8	-8	2.2	1	-0.4
COc1ccccc1-c1cc2nc(C)c(CCC(=O)NC(C)CCc3ccco3)c(C)n2n1 (stereo not given)	-3	-15	-4	1	-5	4	.	-0.9	6	-5.6
O=C(CCN1C(=O)c2cccc([N+](=O)[O-])c2C1=O)Nc1nccs1	-1	-5	3	-4	-2	-5	1	1.0	-7	-0.6
CCOC(=O)N1CCN(C(=O)CCCN2C(=O)CSc3nc(C)cc(C)c32)CC1	.	-5	-3	0	6	-1	-4	-0.6	4	-0.6
Cc1nn(-c2ccccc2)c(C)c1/C=N/NC(=O)c1cc(C(C)(C)C)[nH]n1	.	-7	3	4	2	-3	-3	3.2	8	-1.1
CCc1nnc(NC(=O)CSc2nnc(-c3ccc(O)cc3)n2C)s1	1	-3	3	1	1	-2	0	-0.1	-3	-1.5
O=C1/C(=C\c2cccc([N+](=O)[O-])c2O)SC(=S)N1Cc1ccccc1	-5	-13	3	-9	-2	-10	-19	5.5	-14	-3.5
COc1cc2c(cc1OC)C(C(=O)Nc1ccc3c(c1)OCCO3)C1c3ccccc3CCN1C2=O (stereo not given)	.	-4	-2	-5	4	0	-6	0.1	-6	-2.8
COc1cc(CN2CCNC(=O)C2CC(=O)NCCC2=CCCCC2)cc(OC)c1 (stereo not given)	-1	-4	6	12	1	-4	6	-0.5	-4	0.4
The list continues:
SMILES	Wnt bcat act	dFosB act	V-ATPase pHluor	Tat export inh	Rtt109 HAT inh	cardiac RTF act	CAL PDZ FP-1	CDK5 p35 inh	MITF TRPM1 HTS	CAL PDZ FP-2
CCOC(=O)COn1c(=O)c(-c2ccc(Br)cc2)[n+]([O-])c2ccccc21	10	-6	3	-9	-1	2	-4	1.5	.	-1.9
Cc1cc(C)n(CCNS(=O)(=O)c2ccccc2)n1	-1	-1	0	1	-9	1	-1	0.1	8	-2.1
CCOc1ccccc1/C=N/Nc1nc2ccccc2o1	-1	-1	-1	4	2	-8	2	-0.6	13	1.7
O=C(Nc1ccc(Br)cc1F)c1ccc2c(c1)OCCO2	20	-3	4	-10	-3	5	10	-0.4	28	-2.1
O=C(O)C1(c2cccc(Cl)c2)CCC1	-11	-3	-3	-5	-9	14	-7	-2.1	3	.
Cc1nn(C)cc1/C=N/NC(=O)c1ccco1	5	-2	-1	-4	7	5	2	2.6	32	0.5
CCOC(=O)C1(CCOc2ccccc2)CCN(Cc2cccc(OC)c2OC)CC1	-2	-3	0	-2	9	-1	.	0.6	-1	-1.1
COc1ccccc1N1CCN(C(=O)c2ccc(Cl)c(S(=O)(=O)N3CCOCC3)c2)CC1	-1	-5	-4	-5	26	-3	-2	-0.2	-5	-0.8
CCOc1ccc(NC(=O)COC(=O)C2(C)CC2(Cl)Cl)c([N+](=O)[O-])c1 (stereo not given)	-8	-3	2	4	.	3	6	-0.6	14	-0.1
NC(=O)c1ccccc1NC(=O)c1ccccc1S(=O)(=O)c1ccccc1[N+](=O)[O-]	.	3	-7	0	6	1	-5	-2.2	-8	-1.3
CCCn1nc(C(=O)OCC(=O)Nc2cccc(OC)c2)c2ccccc2c1=O	0	-14	-5	-6	6	1	-5	0.4	-3	.
Cc1nnc(NC(=O)CSc2nnc(-c3ccco3)o2)s1	.	-7	1	0	0	-5	-2	-0.2	11	-1.0
O=C(N/N=C/c1ccsc1)c1cc2ccccc2o1	4	-7	0	10	-1	-1	4	-2.3	8	-4.1
Cc1ccc(C)c(NS(=O)(=O)c2cc3c4c(c2)CC(=O)N4CCC3)c1	-2	-15	3	0	-9	4	-7	0.4	-1	-3.2
COc1ccc(CNC(=O)COC(=O)c2ccc(S(=O)(=O)N3CCCCC3)cc2)cc1	-2	-5	-5	-4	52*	-3	-1	0.6	4	-1.0
CC(C)Cc1c(O)nc(SCCN2CCOCC2)[nH]c1=O	-1	1	2	-5	-14	1	-3	-3.2	.	-2.4
N#C/C(=C\c1ccc(OCC(N)=O)cc1)C(=O)NC1CC1	1	-4	1	2	-5	5	-3	1.2	-11	-1.9
O=c1sc2ccccc2n1COc1ccccc1	.	-13	3	-8	1	1	.	-1.0	10	-1.9
O=C(O)CN1C(=O)SC(Nc2ccc(Cl)cc2)C1=O (stereo not given)	.	0	4	-2	-5	-3	-4	-1.5	3	0.6

Full records, looked up by structure. Order of values: Wnt bcat act	dFosB act	V-ATPase pHluor	Tat export inh	Rtt109 HAT inh	cardiac RTF act	CAL PDZ FP-1	CDK5 p35 inh	MITF TRPM1 HTS	CAL PDZ FP-2
Profile of `O=C(O)CN1C(=O)SC(Nc2ccc(Cl)cc2)C1=O` (stereo not given) : .	0	4	-2	-5	-3	-4	-1.5	3	0.6
Profile of `COc1ccc(CNC(=O)COC(=O)c2ccc(S(=O)(=O)N3CCCCC3)cc2)cc1` : -2	-5	-5	-4	52*	-3	-1	0.6	4	-1.0

Screening results: PubChem, several laboratories
